Screens deposited in PubChem by several laboratories.
Efflux pump mplx: inhibitors of Candida antifungal efflux pumps expressed in yeast; S. cerevisiae Candida pump triplex, Nile Red efflux; inhibition, % at 10 µM; 330,000 compounds, 0.44% hits;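 active means plate passing quality check with inhibition over a set limit, or well fluorescence over plate mean plus 4 SD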;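 further: Nile Red retained in pooled yeast measured as flow cytometry median fluorescence; 0% = buffer negative control and 100% = Enniatin B positive control; higher means more Nile Red kept so more efflux inhibition; some compounds called inactive have numbers as strong as hits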
PME-1 inh: blocks human protein phosphatase methylesterase 1; Q9Y570; recombinant PME-1, FP-Rh probe fluorescence polarization; inhibition, % at 5.9 µM; 320,000 compounds, 0.53% hits; AID 2130;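 active means inhibition above the campaign mean of all compounds plus 3 SD, cut at about 26% in these data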;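 further: competitive labeling of PME-1 active site by serine hydrolase directed probe; 0% = PME-1 with DMSO and 100% = wells lacking PME-1 enzyme; inhibitors block probe labeling so polarization falls and inhibition rises; many of its hits are not listed in these tables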
GLD-1 TGE inh: GLD-1-TGE RNA interaction inhibition (C. elegans). inhibition, % at 5.96 µM. AID 2280. 320,000 compounds, 0.44% hits. purified GLD-1 + fluorescein TGE RNA, fluorescence polarization;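 active means percent inhibition above a per-plate cutoff, the plate mean of test compounds plus 3 SD, cut at about 30% in these data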;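 further: 0% = DMSO wells with GLD-1 and probe and 100% = wells lacking GLD-1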
Target sequence (Q17339 whole entry, looked up): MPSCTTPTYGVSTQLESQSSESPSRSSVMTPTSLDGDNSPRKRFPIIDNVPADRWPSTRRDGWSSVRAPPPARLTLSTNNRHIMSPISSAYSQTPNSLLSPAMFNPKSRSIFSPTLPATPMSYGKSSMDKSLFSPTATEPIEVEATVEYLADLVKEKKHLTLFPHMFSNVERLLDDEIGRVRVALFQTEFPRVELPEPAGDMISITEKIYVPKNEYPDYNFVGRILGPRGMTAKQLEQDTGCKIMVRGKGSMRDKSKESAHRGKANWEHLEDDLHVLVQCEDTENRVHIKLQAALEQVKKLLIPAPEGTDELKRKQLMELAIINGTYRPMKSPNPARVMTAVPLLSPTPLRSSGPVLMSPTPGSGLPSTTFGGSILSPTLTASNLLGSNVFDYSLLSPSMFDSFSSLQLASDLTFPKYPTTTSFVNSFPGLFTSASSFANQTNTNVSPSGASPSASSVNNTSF
MEX-5 binding: C. elegans MEX-5 TCR-2 RNA binding activity | Q9XUB2 | 300,000 compounds, 0.38% hits | activity score (negative = inhibition of binding), % at 10 µM | MEX-5/FITC-TCR2 RNA binding, fluorescence polarization; stronger effect = lower value;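 active means inhibition past about -25% in most replicates, and total fluorescence under double the plate's negative control median, limit read from the data; inconclusive means replicates evenly split on the limit, or fluorescence at least double controls; inactive means too little inhibition in most replicates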;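 further: 0% = DMSO and -100% = 5 µM competing unlabeled TCR2 RNA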
Target sequence (Q9XUB2 whole entry, looked up): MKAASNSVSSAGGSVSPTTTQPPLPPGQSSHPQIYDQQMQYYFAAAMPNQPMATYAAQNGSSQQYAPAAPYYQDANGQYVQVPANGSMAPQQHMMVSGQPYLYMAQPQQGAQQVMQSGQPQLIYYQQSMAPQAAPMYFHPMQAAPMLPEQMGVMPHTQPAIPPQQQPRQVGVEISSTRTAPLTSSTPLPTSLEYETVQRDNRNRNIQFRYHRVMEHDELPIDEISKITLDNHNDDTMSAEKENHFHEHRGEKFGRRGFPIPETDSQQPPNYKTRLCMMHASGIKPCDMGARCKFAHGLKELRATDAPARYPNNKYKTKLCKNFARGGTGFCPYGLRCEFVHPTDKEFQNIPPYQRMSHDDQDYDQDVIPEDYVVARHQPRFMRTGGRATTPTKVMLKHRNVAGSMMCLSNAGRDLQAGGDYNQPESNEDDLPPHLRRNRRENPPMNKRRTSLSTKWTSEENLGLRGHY
VLA-4 inh: inhibition in a human VLA-4 binding assay. inhibition, % (about 7 µM as worked out from the volumes in the protocol). VLA-4 expressing cells, ligand binding flow cytometry. AID 2557. 330,000 compounds, 0.2% hits; in the data active means inhibition above about 50%
MCL1-BIM inh: inhibitors of human MCL1 binding to BIM-BH3 peptide; GST-MCL1 / FITC-Bim-BH3 fluorescence polarization; 320,000 compounds, 0.68% hits; Q07820; inhibition, % at 10.9 µM;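 active means inhibition above the mean inhibition of all tested compounds plus 3 SD, set per campaign, cut at about 40% in these data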;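 further: 0% = DMSO wells and 100% = unlabeled Bim-BH3 peptide control; higher means more loss of mP so more displacement of Bim peptide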
BCLXL inh: Bcl-xL (human) inhibition. GST-Bcl-xL / FITC-Bim BH3 peptide fluorescence polarization. inhibition, % at 10.9 µM. 320,000 compounds, 0.7% hits;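 active means inhibition above the mean of all tested compounds plus 3 SD, cutoff set per campaign, cut at about 30% in these data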;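 further: 0% = DMSO wells and 100% = unlabeled Bim-BH3 peptide competitor; inhibitors lower millipolarization by displacing the labeled peptide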
GRK2 inh: blocks RNA aptamer binding to human GRK2; P25098; AID 488847; 330,000 compounds, 0.59% hits; inhibition of aptamer binding, % at 10 µM; bead flow cytometry, FAM-aptamer displacement from GRK2;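 active means inhibition of aptamer binding above 40%, roughly 3 SD of noise, on plates passing a quality check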;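 further: median bead fluorescence of bound FAM aptamer so fluorescent compounds give negative values; no value below 0 was filed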
Fam108B inh: counter-screen for RBBP9 inhibitors: inhibitors of mouse Fam108B; inhibition, % at 9.51 µM; recombinant Fam108B, FP-Rh probe fluorescence polarization; 300,000 compounds, 0.33% hits;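 active means inhibition above the screen mean inhibition plus 3 SD, computed separately per campaign, cut at about 18% in these data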;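 further: inhibitors lower polarization as less probe binds the enzyme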
* hit, by the source's call; ? = inconclusive; . = not tested or not shown. This is a subset, so the mix of outcomes need not match the whole.

SMILES	Efflux pump mplx	PME-1 inh	GLD-1 TGE inh	MEX-5 binding	VLA-4 inh	MCL1-BIM inh	BCLXL inh	GRK2 inh	Fam108B inh
CCC(C)C(=O)N1CCCC(c2nc(-c3cccs3)no2)C1 (stereo unspecified)	-0.1	0	5	-0.3	10	7	3	0	2
Cc1cnn(-c2cc(Oc3ccccc3)ncn2)c1	0.3	-2	4	0.0	-2	2	1	0	-1
Cc1ccc(OCCCC(=O)NC(C)c2ccccc2)cc1 (stereo unspecified)	-0.2	1	-4	-1.5	7	2	2	1	-5
CCOC(=O)C1=C(CC)Nc2ccccc2N=C1NC(=O)c1ccc(S(=O)(=O)N(C)C)cc1	-0.1	-3	9	2.8	-3	-4	3	1	-1
Cc1ccc(Cc2nc(-c3ccncc3)no2)cc1	0.1	-1	-1	-4.2	3	4	-2	9	1
COc1ccc(C2(NC(C)=O)CCN(C(=O)c3cccs3)CC2)cc1	0.1	4	2	1.6	15	-3	2	0	2
O=C(c1ccco1)N1CCN(CC(=O)N(C2CCCCC2)C2CCS(=O)(=O)C2)CC1 (stereo unspecified)	0.1	3	1	-4.9	7	-8	0	0	-1
CCCn1c2c(c(O)c(C(=O)NCc3ccccc3)c1=O)CCCC2	0.0	-2	10	1.0	-6	4	2	2	0
O=C(CCc1nc2ccccc2s1)N1CCN(c2ccccc2)CC1	0.0	3	2	-6.3	-13	0	2	2	4
Cc1ccc(C(C)(C)C)c(OCCCn2ccnc2)c1	-0.1	-3	13	9.8	3	7	9	4	4
CC(=O)OCCCNc1cc(Sc2ccc(Cl)cc2)c2nonc2c1[N+](=O)[O-]	0.4	2	1	-3.5	20	5	13	2	3
CS(=O)(=O)N1CCC(C(=O)Nc2ccc(C(F)(F)F)cc2)CC1	-0.1	6	-1	1.8	-5	2	6	2	3
CCCOc1ccc(CNC(=O)c2ccc3nc(N4CCOCC4)sc3c2)cc1	-0.1	1	-4	-0.8	42	0	3	2	-1
COC(=O)c1ccc(CNC(=O)CSC(C)C(=O)Nc2cc(C)on2)cc1 (stereo unspecified)	0.0	-7	1	.	10	-27	-3	4	.
N#C/C(=C\c1c(F)cccc1Cl)c1nn(-c2ccccc2)c(-n2cccc2)c1C#N	0.0	-14	11	0.7	-9	1	2	1	-5
COc1ccc(N(CC(=O)Nc2ccccc2C(F)(F)F)C2=NC3CS(=O)(=O)CC3S2)cc1 (stereo unspecified)	0.2	-4	-7	0.0	19	-6	-3	0	-3
O=C(c1cccc(S(=O)(=O)N2CCOCC2)c1)N(CCc1ccccc1)Cc1ccccc1	0.3	2	-1	.	6	2	5	3	.
Cc1cc(C)c(C#N)c(Cl)n1	0.0	-5	4	-1.4	-13	4	3	0	-1
Cn1c2c(c(=O)n(C)c1=O)C(C(F)(F)F)(C(F)(F)F)N=C(CCC1CCCCC1)N2	0.0	3	4	0.1	13	5	0	1	0
O=C(NCc1nc2ccccc2[nH]1)C1=C[C@@H](C2CC2)C[C@@H](OCc2ccc(CO)cc2)O1	0.1	2	4	2.2	11	-1	-3	0	-9
CCc1cccc(OCCCn2ccnc2)c1	0.1	2	4	-0.5	-3	-2	9	0	-2
Cc1ccc(S(=O)(=O)NCCC(=O)N2CCC(C(N)=O)CC2)cc1C	-0.3	5	4	0.2	-5	1	-6	0	-2
Cc1ccc(C(=O)CCC(=O)Nc2cc(C)ccn2)cc1	0.1	-5	0	.	-4	-13	-6	0	.
O=C(CSc1cccc[n+]1[O-])Nc1ccc([N+](=O)[O-])cc1Cl	-0.3	0	8	-0.4	3	0	0	0	-5
CC(=O)N(CCC1(C(C)C)CCOC(C)(C)C1)Cc1ccco1 (stereo unspecified)	0.1	4	5	-0.6	0	4	7	1	2

The last seven compounds of the part above open the next one:
SMILES	Efflux pump mplx	PME-1 inh	GLD-1 TGE inh	MEX-5 binding	VLA-4 inh	MCL1-BIM inh	BCLXL inh	GRK2 inh	Fam108B inh
Cn1c2c(c(=O)n(C)c1=O)C(C(F)(F)F)(C(F)(F)F)N=C(CCC1CCCCC1)N2	0.0	3	4	0.1	13	5	0	1	0
O=C(NCc1nc2ccccc2[nH]1)C1=C[C@@H](C2CC2)C[C@@H](OCc2ccc(CO)cc2)O1	0.1	2	4	2.2	11	-1	-3	0	-9
CCc1cccc(OCCCn2ccnc2)c1	0.1	2	4	-0.5	-3	-2	9	0	-2
Cc1ccc(S(=O)(=O)NCCC(=O)N2CCC(C(N)=O)CC2)cc1C	-0.3	5	4	0.2	-5	1	-6	0	-2
Cc1ccc(C(=O)CCC(=O)Nc2cc(C)ccn2)cc1	0.1	-5	0	.	-4	-13	-6	0	.
O=C(CSc1cccc[n+]1[O-])Nc1ccc([N+](=O)[O-])cc1Cl	-0.3	0	8	-0.4	3	0	0	0	-5
CC(=O)N(CCC1(C(C)C)CCOC(C)(C)C1)Cc1ccco1 (stereo unspecified)	0.1	4	5	-0.6	0	4	7	1	2
CCCCN(CC(=O)NC(C)(C)C)C(=O)C(=O)Nc1ccc2c(c1)OCCO2	0.0	-7	7	1.8	4	1	1	2	-6
NC(=O)c1ccccc1OC1CCC1	0.0	0	7	0.6	0	4	3	2	-1
CCn1cc(S(=O)(=O)Nc2ccc3c(c2)OCCO3)cn1	-0.1	-5	4	-1.1	8	3	1	5	1
CC[C@@]1(C(=O)OC)N[C@H](CN(C)C(=O)Nc2ccc(C)cc2)[C@@H]2C(=O)N(Cc3ccccc3)C(=O)[C@@H]21	0.7	.	-4	.	-12	.	.	1	.
O=S(=O)(c1ccc(Cl)nc1)N1CCCCC1	-0.1	-1	5	-0.8	4	6	9	1	-2
COc1ccc(C(=O)NCC(=O)Nc2ccc(-c3ccccc3)cc2)cc1	0.1	-10	5	0.4	5	6	0	0	-12
Cc1cccc(C)c1NC(=O)CCCSc1nc2ccccc2s1	0.0	4	-2	0.4	-4	-5	2	0	2
Cc1ccc(OC(C)C(=O)N/N=C/c2ccccn2)cc1 (stereo unspecified)	0.2	-3	-4	1.0	5	0	1	1	-1
COc1ccccc1C(=O)N1CCN(Cc2ccc3c(c2)OCO3)CC1	-0.1	12	1	-1.9	-1	-1	7	3	3
Cc1c(C(=O)NCc2ccoc2)oc2ccc3c(c12)C(=O)CC(C)(C)O3	-0.1	-3	4	0.7	14	7	1	2	3
Cc1cccc(OCc2nnc(SCCC(=O)O)n2-c2ccccc2)c1	-0.7	1	0	3.7	6	-13	-6	1	-1
CC(=O)Nc1ccc(S(=O)(=O)NCC(=O)OCC(=O)N2CCc3ccccc32)cc1	0.0	-5	9	1.2	10	-7	-7	0	-4
CCOC(=O)Cn1nc(C)c(NC(=O)COc2ccc(OC)cc2)c1C	-0.1	-6	1	-0.2	-3	2	1	2	2
O=C(NNC(=S)Nc1ccc(F)cc1)c1ccccc1OC(F)F	-0.3	0	6	-5.6	8	9	3	0	0
O=C(Nc1cccnc1Cl)c1ccc(=O)oc1	0.3	-1	6	3.1	-2	13	10	22	3
COCCN1CCN(C(=O)c2cc(COc3ccc(F)cc3F)on2)CC1	0.1	5	10	2.1	-4	13	9	2	0
O=C(COc1ccc(S(=O)(=O)N2CCCC2)cc1Cl)NCc1ccc2c(c1)OCO2	0.1	13	4	1.8	-12	6	3	1	-1
O=C(N/N=C/c1c[nH]c2ccccc12)c1cccc([N+](=O)[O-])c1	-0.1	12	5	.	26	-4	-2	1	-1
O=C(NNS(=O)(=O)c1ccc(Cl)cc1)c1cccc(S(=O)(=O)N2CCOCC2)c1	0.0	0	1	-5.7	-6	1	-5	7	2
CCC1(c2ccccc2)NC(=O)N(CC(=O)NCc2ccc(F)cc2)C1=O (stereo unspecified)	-0.1	-9	-5	?	0	-4	-1	2	-5
CC(C)NC(=O)Nc1cccs1	0.0	2	3	-3.1	7	3	4	2	2
O=C(NCC(c1ccco1)N1CCc2ccccc21)c1ccccc1Cl (stereo unspecified)	-0.2	-5	6	0.7	6	3	5	0	1
O=C(O)c1cccc(S(=O)(=O)Nc2ccccc2Cl)c1	-0.1	7	3	-2.7	-3	-3	3	3	0
Nc1c(Cl)cc(-c2[nH]c3cc(C(=O)NCCO)ccc3c(=O)c2O)cc1Cl	0.0	42*	3	?	-7	18	2	4	29*
COc1ccc(/C(N)=N/OC(=O)CC2CCCCC2)cc1	0.1	3	9	1.5	2	7	7	0	0
SMILES	Efflux pump mplx	PME-1 inh	GLD-1 TGE inh	MEX-5 binding	VLA-4 inh	MCL1-BIM inh	BCLXL inh	GRK2 inh	Fam108B inh
CCn1nc(NS(=O)(=O)c2ccc(NC(C)=O)cc2)c2cc3cc(C)ccc3nc21	0.3	1	1	-0.4	-8	12	16	0	1
COc1cc(NC(=O)c2ccc3c(c2)OCCO3)ccc1NC(=O)c1ccco1	0.0	3	0	-0.2	15	1	3	0	1
Cc1cccc(NC(=O)C2NC(=O)CC2c2ccccc2)c1C (stereo unspecified)	-0.4	0	-6	-2.5	28	-2	1	5	1
CCOC(=O)N1CCC(NS(=O)(=O)c2ccc(C)cc2)CC1	0.0	4	4	-1.6	0	7	10	3	3
COc1ccc2cc(CCNC(=O)c3cccc([N+](=O)[O-])c3)c(=O)[nH]c2c1	0.1	3	1	-0.8	-8	3	2	2	1
O=C(O)c1ccnc(C(=O)O)c1	-0.5	1	2	-6.2	-12	-2	2	0	2
